PDI inh = PDI (human) enzyme inhibition | AID 588391 | P07237 | PDI insulin aggregation turbidity, A650, 90 min | hit rate 0.052% among 350,000 | inhibition, % at 10 µM;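 active = mean inhibition across replicates of 30% or more, whatever share of single replicates reach that level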;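 note: absorbance from insulin aggregation driven by PDI reduction with DTT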
HTR2A ag = agonists of mouse serotonin 5-HT2A receptor (HTR2A); P35363; CHO-K1 mHTR2A beta-arrestin complementation, luminescence; percent of 30 µM serotonin response; activation, % at 7.6 µM; hit rate 0.66% among 360,000; AID 624169;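 active = activation above a run cutoff, the mean activation of all tested compounds plus 3 SD, cut at about 14% in these data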;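 note: 0% = plate median of compound wells and 100% = 30 µM serotonin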
H9c2 protect = myocardial damage modulation in H9c2 cells | protection from H2O2 cell death, % at 20 µM | hit rate 0.63% among 360,000 | H9c2 cardiomyocytes, H2O2 injury protection, ATPLite, 2 h;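 active = compounds giving at least 50% protection of heart cells from peroxide-induced death in the single-dose screen, raw or plate-pattern-corrected value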;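 note: 0% = DMSO wells with peroxide and 100% = DMSO wells without peroxide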
ABCB6 inh 2 = blocks the human ABCB6 transporter; Q9NP58; K562-ABCB6 porphyrin accumulation, flow cytometry, 1 h; hits give low values; fluorescence ratio to DMSO, % at 10 µM; hit rate 0.19% among 360,000; AID 602162;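 active = fluorescence ratio to DMSO below 75%, the collection mean minus 3 SD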;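 note: signal is porphyrin accumulated inside mitochondria; 100% equals median channel fluorescence of DMSO control wells; lower ratio means ABCB6 inhibition with less porphyrin fluorescence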
Glyco luc inh = N-linked glycosylation inhibition. D54 ERlucT glycosylation luciferase reporter, 24 h; percent of 100 nM tunicamycin response. reporter increase, % at 12.5 µM. hit rate 0.23% among 360,000;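 active = mean luciferase reporter signal, scaled so untreated is 0 and the glycosylation-blocking control 100, at or above a set limit in every replicate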;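 note: luciferase carries N-glycosylation sites so blocking glycosylation raises the light; 0% = median of neutral control wells and 100% = median of 100 nM tunicamycin wells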
MC4R antagonist = human MC4R antagonism in cAMP assay | AID 540295 | MC4R-expressing cells, MTII-stimulated cAMP, LANCE TR-FRET | hit rate 0.48% among 360,000 | inhibition, % at 6.5 µM | P32245;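 active = inhibition above its plate's cutoff, the mean of tested wells on that plate plus 3 SD, cut at about 29% in these data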;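 note: 0% = Melanotan II alone and 100% = Melanotan II plus saturating MCL0020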
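Material: human MC4R-expressing U2OS cells. Probe or stimulus: Melanotan II challenge. Dosing: 6.5 µM single dose. Times: 30-min compound, 1-h challenge, 1-h detection, room temperature. Technique: TR-FRET with Eu-cAMP and labeled anti-cAMP, 671 nm. Replication: singlicate.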
ABHD5 PLIN5 PPI = ABHD5-PLIN5 protein interaction inhibition | Q00G26+Q8WTS1 | hit rate 0.78% among 360,000 | AID 602281 | Split G. princeps luciferase complementation, luminescence, 4 h | inhibition, % at 4 µM;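 active = inhibition above the mean inhibition across every tested compound plus 3 SD, cut at about 22% in these data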;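 note: 0% = DMSO only wells and the 100% control is not disclosed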
Target sequence (Q00G26 whole entry, looked up): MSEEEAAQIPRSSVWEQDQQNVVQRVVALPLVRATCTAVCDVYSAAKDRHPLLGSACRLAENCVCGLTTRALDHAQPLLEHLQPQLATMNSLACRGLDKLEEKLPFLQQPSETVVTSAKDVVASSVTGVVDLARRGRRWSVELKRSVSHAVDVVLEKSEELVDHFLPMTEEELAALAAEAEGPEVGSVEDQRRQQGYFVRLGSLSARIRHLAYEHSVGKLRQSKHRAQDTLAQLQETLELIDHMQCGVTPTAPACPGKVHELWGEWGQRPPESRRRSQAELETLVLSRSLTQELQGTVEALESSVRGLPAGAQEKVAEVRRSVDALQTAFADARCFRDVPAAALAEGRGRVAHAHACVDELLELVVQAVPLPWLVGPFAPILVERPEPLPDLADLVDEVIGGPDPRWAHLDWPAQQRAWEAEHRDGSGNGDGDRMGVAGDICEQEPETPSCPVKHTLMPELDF
Target sequence (Q8WTS1 whole entry, looked up): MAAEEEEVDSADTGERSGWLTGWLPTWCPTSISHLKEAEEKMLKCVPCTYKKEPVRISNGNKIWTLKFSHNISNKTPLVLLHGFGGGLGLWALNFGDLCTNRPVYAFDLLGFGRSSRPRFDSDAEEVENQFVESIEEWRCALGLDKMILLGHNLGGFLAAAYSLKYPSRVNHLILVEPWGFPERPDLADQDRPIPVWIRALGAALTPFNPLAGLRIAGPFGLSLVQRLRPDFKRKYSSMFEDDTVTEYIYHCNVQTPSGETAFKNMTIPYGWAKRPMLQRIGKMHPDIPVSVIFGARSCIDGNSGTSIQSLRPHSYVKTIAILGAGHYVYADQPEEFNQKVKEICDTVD
Exocytosis inh = lytic granule exocytosis inhibition; TALL-104 LAMP-1 surface exposure, flow cytometry; cells stimulated with thapsigargin and PMA; inhibition, % at 10 µM; hit rate 0.66% among 360,000; AID 651702;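 active = inhibition above about 55%, limit read from the data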
MC4R ag barr = human MC4R agonism via beta-arrestin. P32245. U2OS MC4R beta-arrestin complementation, luminescence; percent of melanotan II response, DMSO zero. activation, % at 8.9 µM. hit rate 0.98% among 360,000. AID 540308;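 active = activation above a per-plate cutoff, the mean activation of sample wells on that plate plus 3 SD, cut at about 8% in these data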
CaV13 FRET inh = Primary screen for inhibitors of IQ motif and Ca2+-dependent inactivation inhibitor domain binding in CACNA1D, Förster resonance energy transfer in living cells, …; HEK cells, CFP/YFP FRET ICDI-IQ, plate reader, 10 min; percent FRET-ratio fall versus neutral wells; inhibition, % at 12.3 µM; hit rate 0.098% among 340,000; AID 743397;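 active = mean replicate inhibition of at least 30% and at least 1% of replicates passing that level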;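 note: 0% = median of the neutral control wells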
Active calls of the source: *; . = no result given.

No. | Compound | PDI inh | HTR2A ag | H9c2 protect | ABCB6 inh 2 | Glyco luc inh | MC4R antagonist | ABHD5 PLIN5 PPI | Exocytosis inh | MC4R ag barr | CaV13 FRET inh
1 | CSC1=NSC2=NC(=O)/C(=C/c3coc4ccccc4c3=O)C(=N)N12 | 4.8 | -5.8 | -8.7 | 98.0 | -1.0 | 4.8 | -3.9 | 13.3 | -0.9 | -17.1
2 | CCN(C(=O)c1cc([N+](=O)[O-])ccc1NCc1cccnc1)c1ccccc1 | 2.4 | -0.6 | 0.8 | 98.0 | -2.1 | 11.9 | 7.0 | -2.9 | -0.9 | -4.8
3 | CCc1ccc(N2CCN(C(=O)c3ccc4c(c3)OCO4)CC2)cc1 | -3.8 | 6.6 | -1.1 | 97.0 | -1.4 | 12.1 | 0.1 | -1.1 | -0.9 | -2.5
4 | NC(=S)N/N=C/c1ccc(-c2cccc([N+](=O)[O-])c2)o1 | 3.8 | -0.6 | 30.8 | 97.0 | 1.8 | -0.6 | 1.1 | 6.8 | 1.9 | .
5 | Cc1cc(NC(=O)c2ccccc2)ncc1NC(=O)c1ccco1 | 10.7 | -2.5 | -2.7 | 94.0 | -5.9 | 7.7 | 5.4 | 1.9 | -0.5 | -2.2
6 | O=[N+]([O-])c1ccccc1/C=C/C=N/n1c(-c2ccco2)n[nH]c1=S | -3.5 | 0.7 | -8.1 | 94.0 | 0.2 | 11.1 | 5.3 | -1.7 | -0.6 | 5.8
7 | O=S(=O)(c1ccc(Br)cc1)N1CCN(c2ccccc2)CC1 | -0.6 | -4.0 | -10.1 | 98.0 | -2.7 | 4.2 | -0.5 | -7.8 | -1.5 | -2.8
8 | Cc1ccc(-n2ncc3c2CC(C)(C)CC3NC(=O)CCc2cnn(C)c2)cc1 (centres undefined) | 1.1 | -5.2 | -1.9 | 101.0 | 2.4 | 16.3 | 14.6 | 6.2 | -0.1 | -5.8
9 | Cc1cc(NC(=O)C(C)Oc2ccc(C(C)(C)C)cc2)no1 (centres undefined) | 13.2 | -5.0 | -7.9 | 82.0 | -1.1 | 2.5 | 6.8 | -3.7 | -1.3 | -6.3
10 | Cc1cc(NC(=O)CSc2nc(C(C)C)nc3ccccc23)no1 | -10.0 | 1.9 | -10.2 | 101.0 | 10.8 | 0.2 | -0.4 | 1.9 | -1.9 | -5.5
11 | O=C(CSc1nccn1Cc1ccc(F)cc1)Nc1ccc(F)cc1F | 7.3 | -5.9 | -3.3 | 106.0 | -0.5 | -4.4 | 5.0 | -0.3 | 3.3 | -3.0
12 | CC(=O)OCC(=O)[C@@]12OC3(CCCC3)O[C@@H]1C[C@H]1[C@@H]3CCC4=CC(=O)C=C[C@]4(C)[C@@]3(F)[C@@H](O)C[C@@]12C | -5.1 | 18.2* | -9.6 | 102.0 | 4.7 | 4.3 | 9.3 | 1.4 | -0.7 | -4.2
13 | CC1CCN(c2cc(N3CCN(C(=O)c4ccc(F)c(F)c4)CC3)c([N+](=O)[O-])cc2F)CC1 | -1.5 | 2.3 | -5.0 | 96.0 | -3.6 | -2.1 | -2.7 | -0.4 | -1.0 | -4.3
14 | COc1cc(C2Oc3ccccc3C=C2[N+](=O)[O-])cc(OC)c1OC (centres undefined) | 2.5 | 5.1 | 6.7 | 103.0 | 18.6 | 3.8 | 39.5* | 59.7* | -1.7 | -5.1
15 | Cc1ccc(NC(=O)CCNC(=O)c2ccc(Cl)cc2)cc1C | -2.9 | -9.5 | 0.3 | 96.0 | 3.4 | 4.3 | 4.8 | -3.2 | -0.3 | -4.2
16 | CCc1cc(C(=O)NNC(=S)NCC2CCCO2)cs1 (centres undefined) | 3.9 | -1.1 | 2.8 | 101.0 | 2.0 | 3.4 | -1.1 | -1.5 | -0.5 | -8.8
17 | Cc1cc(C(=O)CN2CCN(CC(=O)Nc3ccc(F)cc3)CC2)c(C)n1C1CC1 | -5.1 | -4.3 | 3.5 | 101.0 | 2.6 | 7.9 | -12.0 | 0.8 | -0.8 | -5.7
18 | CCCCC(=O)N1CCCC(c2nc(-c3cccc(OC)c3)no2)C1 (centres undefined) | -1.7 | 0.2 | -3.9 | 97.0 | 5.8 | 14.3 | 0.5 | 3.4 | 0.0 | -1.6
19 | CN(C)CCCn1c(=S)[nH]c2ccccc2c1=O | 14.1 | -0.4 | 6.5 | 105.0 | 1.0 | 1.5 | -1.4 | -0.1 | -0.1 | 3.4
20 | COc1ccc2cc(S(=O)(=O)Nc3ccccn3)ccc2c1 | -2.1 | 9.5 | -2.1 | 102.0 | 1.7 | -1.6 | 1.1 | -7.1 | 1.1 | -7.1
21 | CCNc1cc(Cl)nc(SC)n1 | 2.2 | -5.3 | -2.7 | 102.0 | 0.6 | -0.1 | -16.6 | 6.1 | 1.7 | -2.0
22 | O=S(=O)(c1ccc(Br)s1)N1CCCCC1 | -14.8 | 0.6 | 12.6 | 95.0 | 0.0 | 2.8 | 3.0 | -2.0 | 0.4 | -11.4
23 | Cc1ccc2nc(SCC(=O)Nc3ccc4c(c3)CCC4)[nH]c2c1 | 5.6 | 0.0 | -10.6 | 99.0 | 1.8 | 8.8 | -6.3 | -2.5 | 3.9 | -3.6
24 | COc1c(Cl)cc(Cl)cc1C(=O)n1nc(C)cc1C | -10.1 | 0.5 | -6.2 | 99.0 | 1.7 | 9.3 | -1.1 | 0.7 | -0.9 | -4.7
25 | CCc1c(C)c(C#N)c2nc3ccccc3n2c1NCCCN(C)C | 8.2 | -3.3 | 5.7 | 101.0 | 1.9 | 2.3 | 0.3 | -1.6 | -0.7 | -6.0
26 | CC1(C)CC(=O)C(=CN2CCN(C(=O)c3ccco3)CC2)C(=O)C1 | 0.1 | 6.5 | 1.3 | 96.0 | 1.7 | -0.8 | 9.6 | 2.2 | -1.3 | -9.2
27 | COc1ccccc1/C=C/C(=O)Nc1ccc(S(=O)(=O)Nc2cc(C)nc(C)n2)cc1 | -1.0 | -0.2 | 9.3 | 105.0 | 0.9 | 3.5 | 11.9 | -6.0 | -1.0 | -2.2
28 | COCCC1CCCCN1Cc1cn(-c2ccccc2)nc1-c1ccc2c(c1)OCO2 (centres undefined) | -1.5 | 6.1 | -2.8 | 100.0 | 0.6 | -1.8 | 3.4 | -1.5 | 1.4 | 0.3
29 | O=S(=O)(c1ccc(Cl)cc1)c1ccccn1 | 12.2 | -4.6 | 0.5 | 97.0 | 0.4 | 0.1 | -1.6 | 8.4 | 2.8 | -8.8
30 | O=C1CCCN1CCCNc1nc2c(S(=O)(=O)c3ccccc3)nnn2c2ccc(Cl)cc12 | -0.1 | -0.9 | 11.6 | 97.0 | 5.4 | 7.3 | -1.6 | 13.0 | -0.6 | -7.2
31 | Cc1c(Cl)cccc1N(CC(=O)NC(C)c1ccccc1)S(C)(=O)=O (centres undefined) | 3.8 | 3.8 | 6.2 | 94.0 | 0.4 | 1.6 | 3.0 | 7.0 | -0.8 | -3.7
32 | CC1CN(CCc2ccccc2)c2nc3c(c(=O)[nH]c(=O)n3C)n2C1 (centres undefined) | -9.1 | -4.8 | -6.1 | 104.0 | 4.5 | -0.9 | -5.1 | -1.5 | -2.3 | 0.1
33 | O=C1NC2CCc3nc4ccccc4c(=O)n3C2=Nc2ccccc21 (centres undefined) | . | -0.7 | -1.4 | 98.0 | -0.5 | 5.7 | -1.3 | -2.1 | -2.4 | .
34 | COc1ccccc1NS(=O)(=O)c1ccc(C(=O)N2CC(C)OC(C)C2)cc1 (centres undefined) | 16.0 | 0.6 | -3.5 | 95.0 | -2.2 | 6.0 | 3.4 | 2.5 | -0.5 | -13.6
35 | COCCCNC(=O)CN1C(=O)c2ccccc2C1=O | -6.1 | 3.5 | -2.8 | 98.0 | 0.2 | -1.2 | -3.4 | -0.7 | 0.8 | -5.4
36 | COc1ccc(OCC(N)=O)cc1 | -4.4 | 10.4 | 2.3 | 95.0 | 1.8 | 17.3 | -0.8 | 3.1 | 1.3 | 3.8
37 | O=C(CN1CCOCC1)N/N=C/c1c(O)ccc2ccccc12 | -4.6 | 1.8 | 69.1* | 109.0 | -0.5 | -9.3 | 2.2 | -15.2 | -0.1 | -23.2
38 | CC(=O)Cc1nsc(NC(=O)c2cc(-c3cccc(C(F)(F)F)c3)oc2C)n1 | -3.2 | -1.6 | -6.0 | 92.0 | -0.6 | 3.6 | -7.6 | -2.9 | -0.2 | -6.7
39 | COc1ccc2cc(CN(C(=O)Nc3ccccc3)C3CCCC3)c(=O)[nH]c2c1 | -3.6 | -2.0 | 1.9 | 94.0 | -4.4 | 7.0 | -3.0 | 0.8 | -0.3 | -6.3
40 | CC(=O)Nc1ccc(S(=O)(=O)NC(C)C(=O)NCCc2ccc(F)cc2)cc1 (centres undefined) | -1.0 | 1.1 | -0.2 | 97.0 | 1.1 | 16.1 | -5.5 | -2.6 | -3.6 | -4.8

An excerpt from above with just Glyco luc inh, ABCB6 inh 2 and CaV13 FRET inh.
| cpd | compound | Glyco luc inh | ABCB6 inh 2 | CaV13 FRET inh |
| --- | --- | --- | --- | --- |
| 33 | O=C1NC2CCc3nc4ccccc4c(=O)n3C2=Nc2ccccc21 (centres undefined) | -0.5 | 98.0 | . |
| 40 | CC(=O)Nc1ccc(S(=O)(=O)NC(C)C(=O)NCCc2ccc(F)cc2)cc1 (centres undefined) | 1.1 | 97.0 | -4.8 |

The list goes on.
No. | Compound | PDI inh | HTR2A ag | H9c2 protect | ABCB6 inh 2 | Glyco luc inh | MC4R antagonist | ABHD5 PLIN5 PPI | Exocytosis inh | MC4R ag barr | CaV13 FRET inh
41 | CCCn1c(C)cc(C(=O)COC(=O)c2cc(=O)[nH]c3ccccc23)c1C | -0.4 | 1.1 | -18.0 | 94.0 | -18.5 | -4.0 | -0.9 | -13.3 | 8.9* | -6.9
42 | CC(C)CC(=O)Nc1ccnn1C1CCN(C(=O)c2ccc(Cl)cc2F)CC1 | 1.2 | -2.1 | -3.8 | 100.0 | 0.1 | 8.5 | 13.3 | 1.9 | -2.1 | -7.0
43 | CC(C)CC(=O)N1CCN(Cc2cccc(Cl)c2)CC1 | -1.2 | 5.9 | -2.2 | 123.0 | 0.7 | 6.0 | 8.6 | 2.1 | -1.0 | -4.7
44 | O=C(NC(=S)NCC1CCCO1)C(c1ccccc1)c1ccccc1 (centres undefined) | -2.2 | 2.5 | -1.3 | 103.0 | 0.2 | 6.2 | 3.5 | -1.4 | 13.3* | -15.6
45 | CC1(CCc2ccc3c(c2)OCO3)NCCc2c1[nH]c1ccccc21 (centres undefined) | 3.8 | 0.0 | 19.0 | 95.0 | -5.8 | 0.3 | -3.1 | 30.5 | 3.3 | -14.5
46 | Cc1ccc(OCCN2CCN(c3ncnc4sc(C)c(C)c34)CC2)cc1 | 3.4 | 1.4 | -13.8 | 82.0 | -5.1 | -13.6 | -4.2 | -0.4 | -1.1 | -4.9
47 | CC(=O)N1CCN(c2ccnc3cc(Cl)ccc23)CC1 | 13.6 | 5.1 | -1.6 | 95.0 | -4.5 | -23.6 | 4.0 | 0.9 | 1.7 | -5.4

Screening results deposited in PubChem BioAssay by several laboratories.
